Screening results: PubChem, National Center for Advancing Translational Sciences (NCATS)
NPC1 promoter act: NPC1 promoter activation; Potency, µM (series often up to 9.22 µM), for the others: at the top dose activation, most hits filed as activators; 320,000 tested, 2.4% active; Huh7 NPC1 promoter luciferase reporter, 24 h; AID 485313;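 also: % of control where 0% means no effect; nearly all actives have a fitted effect of over 60% in size; reporter is driven by a mutant NPC1 promoter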
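Compounds in DMSO were transferred onto Huh7 NPC1-luciferase reporter cells pre-incubated 2 h; after 24 h at 37 °C, Amplite reagent was dispensed and luminescence recorded 10 min later.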
BRCA1 expr up: activators of BRCA1 expression; MCF7-BRCA1-FFLuc reporter, luminescence, 48 h; response scale: scaled: vehicle 0%, 10 µM genistein 100%; Potency, µM (highest dose often 46.1 µM), for inactives: at the top dose activation, actives largely listed as activators; 380,000 tested, 1.1% active; AID 624202; also: nearly all actives have a fitted effect of over 80% in size; some results filed as inactive show a strong effect at the top dose
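First, MCF7-BRCA1-FFLuc cells (2000/well) attach for 2 h; next, compounds are pin-added and incubated 48 h at 37 °C; finally, luciferase reagent is added and luminescence read after 15 min.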
RORgamma inh: blocks mouse ROR gamma transcriptional activity; P51450; Drosophila S2 Gal4-RORgamma UAS-luciferase reporter, 20 h; Potency, µM (titrated, usually from 53.6 µM), without a hit: at the top dose activity change, negative = inhibition, most hits filed as inhibitors; 310,000 tested, 5.4% active; also: % is scaled to controls: 0 for no effect and ±100 for the full control effect; nearly all actives have a fitted effect of over 60% in size
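Luciferase reporter read in Schneider cells carrying Gal4-RORγ (mouse) and UAS-Photinus luciferase; cells given compound 1 h before 700 uM copper sulfate induction, then incubated 20 h at ambient temperature.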
VP16 counter: counter-screen for ROR gamma inhibitors: Gal4-VP16 reporter; Drosophila S2 Gal4-VP16 UAS-luciferase, luminescence, 20 h; Potency, µM (highest dose often 53.6 µM), without a hit: at the highest dose activity, negative = inhibition, usual class: inhibitors; 310,000 tested, 3.5% active;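 also: Gal4-VP16 expression switched on by copper sulfate through the metallothionein promoter; % is scaled to controls: 0 for no effect and ±100 for the full control effect; nearly all actives have a fitted effect of over 50% in size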
Menin MLL FP TR: inhibitors of human menin-MLL interaction, mutant MLL peptide. O00255. Menin + Texas Red MLL mutant peptide, fluorescence polarization. Potency, µM (highest dose often 61.6 µM), for inactives: at the highest dose FP activity change, negative = inhibition, hits mostly inhibitors. 270,000 tested, 0.23% active. AID 1768; active = well fitted inhibition curve with a large enough effect in the polarisation, with a control signal flat, not every such curve was filed as active; inconclusive = small, poorly fitted or top-dose-only effect, or effect the other way, or a change in a side signal; inactive = no such curve, though single readings can be large or run the other way; the % refers to the polarisation; also: % of control where 0% means no effect; many of its hits are not listed in these tables
Target sequence (O00255 whole entry, looked up): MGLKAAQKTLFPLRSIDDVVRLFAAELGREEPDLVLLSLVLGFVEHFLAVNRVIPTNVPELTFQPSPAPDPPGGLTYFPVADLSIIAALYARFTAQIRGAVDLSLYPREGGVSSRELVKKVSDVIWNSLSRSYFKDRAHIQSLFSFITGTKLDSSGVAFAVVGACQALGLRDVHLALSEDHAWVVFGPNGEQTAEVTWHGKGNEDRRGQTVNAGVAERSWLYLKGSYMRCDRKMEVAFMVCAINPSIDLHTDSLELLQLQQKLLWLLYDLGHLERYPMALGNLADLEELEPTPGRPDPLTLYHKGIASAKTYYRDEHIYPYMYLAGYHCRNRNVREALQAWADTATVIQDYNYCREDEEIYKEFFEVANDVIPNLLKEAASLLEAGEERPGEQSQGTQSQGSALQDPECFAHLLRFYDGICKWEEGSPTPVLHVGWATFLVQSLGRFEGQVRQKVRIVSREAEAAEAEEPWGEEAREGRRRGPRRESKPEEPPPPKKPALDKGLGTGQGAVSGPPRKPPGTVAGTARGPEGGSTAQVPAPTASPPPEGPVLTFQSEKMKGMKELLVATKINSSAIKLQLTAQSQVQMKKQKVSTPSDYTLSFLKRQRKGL
Rab9 promoter act: Rab9 promoter activation; Huh7 Rab9 promoter-luciferase reporter, luminescence, 24 h; Potency, µM (doses to about 9.22 µM), without a hit: at the top dose activation, negative = inhibition, hits mostly activators; 320,000 tested, 2.8% active; AID 485297; also: % of control where 0% means no effect; nearly all actives have a fitted effect of over 60% in size
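Rab9 promoter-driven luciferase in stably transfected Huh7 cells; 1500 cells/well rested 2 h, exposed to compound in DMSO for 24 h at 37 °C, 5% CO2. Luminescence read 10 min after adding luciferase reagent at ambient temperature.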
Numbers without * were called inactive; ? = inconclusive; . = no result given; [ ] = another dose, or the depositor's remark. Unless noted, calls follow the shape of the dose curve; as a rule, active = well fitted curve in the direction sought with a large enough effect; inconclusive = small, poorly fitted or top-dose-only effect, or another doubt; inactive = no such curve, though single readings can be large; an effect the other way counts as inactive or inconclusive. Potency is read from the fitted curve at half-maximal effect.

SMILES | NPC1 promoter act | BRCA1 expr up | RORgamma inh | VP16 counter | Menin MLL FP TR | Rab9 promoter act
COc1ccccc1CNC(=O)C1(C)CCN1Cc1ccc(OC(F)(F)F)cc1 (centres undefined) | . | -43% | . | . | . | .
COc1cc(CNC(=O)c2cc(-c3ccc(OC)cc3C)n[nH]2)cc(OC)c1 | . | -5% | . | . | . | .
Cc1ccc(Cc2c(-c3ccc(C)cc3)nc3c4ccccc4ccn23)cc1 | . | -11% | . | . | . | .
CCCCn1nnnc1C1(C)CCC(=O)N1Cc1ccc(F)cc1 (centres undefined) | . | -2% | . | . | . | .
COc1ccc(C(=O)COC(=O)c2cc(=O)c3ccccc3o2)c(OC)c1 | . | -3% | . | . | . | .
COC1=Nc2ccccc2N2CCN=C12 | . | 12% | . | . | . | .
COc1ccccc1Cc1c(-c2ccco2)nc2ccc(Cl)cn12 | . | -5% | . | . | . | .
COc1ccccc1C(=O)Nc1ccnn1C1CCN(C2CCCCC2)CC1 | . | 1% | . | . | . | .
CCOC(=O)[C@]12CCCC=C1N(Cc1ccc(Cl)cc1Cl)C(=O)[C@H](CC(=O)NCc1cccc(C(F)(F)F)c1)C2 | . | -59% | . | . | . | .
CCCCCCCCN1C(=O)[C@H](CC(=O)N2CCN(C(=O)C3CC3)CC2)C[C@@]2(C(=O)OC)CCCCC=C12 | . | -18% | . | . | . | .
CC(C)Oc1ccc(S(=O)(=O)N2CCOCC2)cc1NC(=O)c1ccc(Cl)c(S(=O)(=O)N2CCOCC2)c1 | . | -22% | . | . | . | .
S=C(NCCCc1cnc[nH]1)NCCCN(Cc1ccc(Cl)c(Cl)c1)c1ccc(Br)cn1 | . | -47% | ? | -10% | 79%[activator] | .
Cc1cccc(C)c1OCC(=O)N[C@@H](Cc1ccccc1)[C@@H](O)C[C@H](Cc1ccccc1)NC(=O)[C@H](C(C)C)N1CCCNC1=O | . | 0% | ? | 2% | -20% | .
CN(C)c1ccc(C(=C2C=CC(=[N+](C)C)C=C2)c2c(O)c(S(=O)(=O)[O-])cc3cc(S(=O)(=O)O)ccc23)cc1 | . | -52% | 8.9µM* | 8.9µM* | ? | .
CCOC(=O)C1=C(C)NC(C)=C(C(=O)OC)[C@H]1c1cccc([N+](=O)[O-])c1 | . | -15% | -1% | -14% | 23%[24.8 µM] | .
COc1ccc(CCn2nnnc2C2(c3ccc(C)cc3)CC2)cc1 | -2%[46.1 µM] | . | . | . | . | -11%[46.1 µM]
C[C@@H](O)[C@H]1C(=O)N2C(C(=O)O)=C(SCCN=CN)C[C@H]12 | -3%[46.1 µM] | . | . | . | . | -5%[46.1 µM]
CC(C)[C@@H]1CC[C@@H](C)C[C@@H]1P(=O)(c1ccccc1)c1ccccc1 | -8%[46.1 µM] | . | . | . | . | -4%[46.1 µM]
CN1C[C@H](C(=O)N[C@]2(C)O[C@@]3(O)[C@@H]4CCCN4C(=O)[C@H](Cc4ccccc4)N3C2=O)C[C@@H]2c3cccc4[nH]cc(c34)C[C@H]21 | -1%[46.1 µM] | . | . | . | . | -12%[46.1 µM]
Cc1cc2c(cc1Cl)N(C(=O)Nc1ccc(Oc3cccnc3C)nc1)CC2 | -33%[inhibitor][46.1 µM] | . | . | . | . | -31%[inhibitor][46.1 µM]
OC(CCN1CCCCC1)(c1ccccc1)C1CC2C=CC1C2 (centres undefined) | 6%[46.1 µM] | . | . | . | . | -7%[46.1 µM]
COC(=O)C1=CO[C@@H](O)[C@@H]2C(CO)=CC[C@H]12 | 2%[46.1 µM] | . | . | . | . | -4%[46.1 µM]
N[C@@H](Cn1ccc(=O)c(O)c1)C(=O)O | 0%[46.1 µM] | . | . | . | . | -6%[46.1 µM]
CC(=O)/C=C1\C(=O)N(C)c2ccccc21 | -30%[inhibitor][46.1 µM] | . | . | . | . | -44%[inhibitor][46.1 µM]
Nc1ncnc2c1ncn2[C@@H]1O[C@H](COP(=O)(O)OP(=O)(O)OP(=O)(O)OP(=O)(O)OC[C@@H]2O[C@H](n3cnc4c(N)ncnc43)[C@@H](O)[C@H]2O)[C@@H](O)[C@H]1O | 0%[46.1 µM] | . | . | . | . | -6%[46.1 µM]
OCC1O[C@H]([S-])[C@H](O)[C@@H](O)[C@@H]1O.[Au+] (some centres undefined) | 4%[46.1 µM] | . | . | . | . | -6%[46.1 µM]
CSc1nc(N)c2ncn([C@@H]3O[C@H](COP(=O)(O)OP(=O)(O)O)C(O)[C@H]3O)c2n1 (some centres undefined) | 7%[46.1 µM] | . | . | . | . | -4%[46.1 µM]
CNCCc1cnc(CCC(c2ccccc2)c2ccccc2)[nH]1 | 16%[46.1 µM] | . | . | . | . | -27%[46.1 µM]
NC[C@H]1O[C@@H](n2cnc3c(N)ncnc32)[C@H](O)[C@@H]1O | 5%[46.1 µM] | . | . | . | . | 1%[46.1 µM]
O=C1c2ccccc2C(=O)c2c(NCCc3ccc(O)cc3)ccc(NCCc3ccc(O)cc3)c21 | -40%[inhibitor][46.1 µM] | . | . | . | . | -43%[inhibitor][46.1 µM]
O=C(CCCCCN1CCN(c2ccccc2-c2ccccc2)CC1)NC1CCCc2ccccc21 (centres undefined) | -31%[inhibitor][46.1 µM] | . | . | . | . | -32%[inhibitor][46.1 µM]
CC(C)[C@H](NC(=O)OCc1ccccc1)C(=O)N[C@H](C=O)Cc1ccccc1 | 5%[46.1 µM] | . | . | . | -3% | -3%[46.1 µM]
CC1(C)CCC=[N+]1[O-] | -3%[46.1 µM] | . | . | . | -2% | -1%[46.1 µM]
O=c1onc2n1-c1cc(Br)ccc1OC2 | 9%[46.1 µM] | . | . | . | -4% | 6%[46.1 µM]
CN(C)c1nc2c(Br)c(Br)c(Br)c(Br)c2[nH]1 | -38%[inhibitor][46.1 µM] | . | . | . | ? | -39%[inhibitor][46.1 µM]
NC(Cc1cccc(-c2ccccc2CP(=O)(O)O)c1)C(=O)O (centres undefined) | 6%[46.1 µM] | . | . | . | 2% | -10%[46.1 µM]

A different layout for some results above:
smiles: OCC1O[C@H]([S-])[C@H](O)[C@@H](O)[C@@H]1O.[Au+] (some centres undefined)
  NPC1 promoter act: 4%[46.1 µM] | BRCA1 expr up: . | RORgamma inh: . | VP16 counter: . | Menin MLL FP TR: . | Rab9 promoter act: -6%[46.1 µM]

smiles: CN(C)c1nc2c(Br)c(Br)c(Br)c(Br)c2[nH]1
  NPC1 promoter act: -38%[inhibitor][46.1 µM] | BRCA1 expr up: . | RORgamma inh: . | VP16 counter: . | Menin MLL FP TR: ? | Rab9 promoter act: -39%[inhibitor][46.1 µM]

Arranged by molar mass (low to high): part of the list above.
SMILES | NPC1 promoter act | BRCA1 expr up | RORgamma inh | VP16 counter | Menin MLL FP TR | Rab9 promoter act
N[C@@H](Cn1ccc(=O)c(O)c1)C(=O)O | 0%[46.1 µM] | . | . | . | . | -6%[46.1 µM]
CC(=O)/C=C1\C(=O)N(C)c2ccccc21 | -30%[inhibitor][46.1 µM] | . | . | . | . | -44%[inhibitor][46.1 µM]
COC(=O)C1=CO[C@@H](O)[C@@H]2C(CO)=CC[C@H]12 | 2%[46.1 µM] | . | . | . | . | -4%[46.1 µM]
O=c1onc2n1-c1cc(Br)ccc1OC2 | 9%[46.1 µM] | . | . | . | -4% | 6%[46.1 µM]
CNCCc1cnc(CCC(c2ccccc2)c2ccccc2)[nH]1 | 16%[46.1 µM] | . | . | . | . | -27%[46.1 µM]
NC(Cc1cccc(-c2ccccc2CP(=O)(O)O)c1)C(=O)O (centres undefined) | 6%[46.1 µM] | . | . | . | 2% | -10%[46.1 µM]
CC(C)[C@H](NC(=O)OCc1ccccc1)C(=O)N[C@H](C=O)Cc1ccccc1 | 5%[46.1 µM] | . | . | . | -3% | -3%[46.1 µM]
OCC1O[C@H]([S-])[C@H](O)[C@@H](O)[C@@H]1O.[Au+] (some centres undefined) | 4%[46.1 µM] | . | . | . | . | -6%[46.1 µM]
CSc1nc(N)c2ncn([C@@H]3O[C@H](COP(=O)(O)OP(=O)(O)O)C(O)[C@H]3O)c2n1 (some centres undefined) | 7%[46.1 µM] | . | . | . | . | -4%[46.1 µM]
CN(C)c1nc2c(Br)c(Br)c(Br)c(Br)c2[nH]1 | -38%[inhibitor][46.1 µM] | . | . | . | ? | -39%[inhibitor][46.1 µM]
O=C1c2ccccc2C(=O)c2c(NCCc3ccc(O)cc3)ccc(NCCc3ccc(O)cc3)c21 | -40%[inhibitor][46.1 µM] | . | . | . | . | -43%[inhibitor][46.1 µM]
O=C(CCCCCN1CCN(c2ccccc2-c2ccccc2)CC1)NC1CCCc2ccccc21 (centres undefined) | -31%[inhibitor][46.1 µM] | . | . | . | . | -32%[inhibitor][46.1 µM]

Continuation.
SMILES | NPC1 promoter act | BRCA1 expr up | RORgamma inh | VP16 counter | Menin MLL FP TR | Rab9 promoter act
[Li+] | 5%[46.1 µM] | . | . | . | 14% | 3%[46.1 µM]
COc1ccc(NC(=O)/C=C/c2ccc(Cl)cc2)cc1 | 2.1µM* | . | . | . | ? | 2.5µM*
CC1=C(C(=O)O)N2C(=O)[C@@H](NC(=O)C(N)C3=CCC=CC3)[C@H]2SC1 (some centres undefined) | 2%[46.1 µM] | . | . | . | 4% | 0%[46.1 µM]
CCCCC[C@H](CC(=O)NO)C(=O)N[C@H](C(=O)N1CCC[C@H]1CO)C(C)C | -13%[46.1 µM] | . | . | . | -4% | -12%[46.1 µM]
CCOC(=O)C12CC1/C(=N/O)c1ccccc1O2 (centres undefined) | -3%[46.1 µM] | . | . | . | 2% | -2%[46.1 µM]
O=C1C2C=CC=CC2=NC(=S)N1CCN1CCC(=C(c2ccc(F)cc2)c2ccc(F)cc2)CC1 (centres undefined) | -7%[46.1 µM] | . | . | . | ? | -5%[46.1 µM]

The list is partial. The share of hits here may be higher or lower than overall.
